Bioassay records (PubChem)
MEKK2mut PB1 HTS: signal of MEK5 binding to mutant human MEKK2 PB1 domain; bead flow cytometry, Alexa488-MEK5 binding to MEKK2 mutant; percent response, % at 10 µM; 290,000 tested, 0.35% active; AID 1530; in the data active = percent response above about 24%, passing the limit was not always enough; note: inactives centre near 1; some results filed as inactive read as strong as hits; reference of the scale not given here
MEKK2 WT-MEK5: raises or lowers MEK5 binding to wildtype human MEKK2 PB1 domain; Q9Y2U5; bead flow cytometry, Alexa488-MEK5 binding to MEKK2 WT; actives lie on both sides; binding response (% of control), % at 10 µM; 290,000 tested, 1.1% active; in the data active = binding response below about 67% or above about 130%
PHOSPHO1 block: PHOSPHO1 (human) inhibition | recombinant PHOSPHO1, absorbance phosphatase assay | inhibition, % at 13.3 µM | 290,000 tested, 1.1% active; in the data active = inhibition above about 60%
MEKK3 PB1 HTS: raises or lowers MEK5 binding to the human MEKK3 PB1 domain. Q99759. bead-based flow cytometry, Alexa488-MEK5 binding to MEKK3; actives lie on both sides; 0 = blocked by unlabeled MEK5, 100 = vehicle. binding response (% of control), % at 10 µM. 290,000 tested, 1.4% active. AID 1529;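 active = binding response more than 3 SD above or below the average of its plate-row segment, actives on both sides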;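 note: Alexa488 bead fluorescence after subtracting the streptavidin-only scavenger bead signal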
OXTR agonist: human OXTR agonism; P30559; activation, % at 3 µM; CHO-OTR cells, Fluo-8 calcium fluorescence; normalized: DMSO 0%, oxytocin 100%; 320,000 tested, 0.32% active;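 active = activation above the mean of all tested compounds plus 3 SD, cutoff set per screening run, cut at about 20% in these data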;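 note: peak over basal fluorescence ratio from a 100 s FLIPR kinetic read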
GPR7 antag: human neuropeptides B/W receptor 1 antagonism; GPR7-expressing cells, fluorescence antagonist assay; inhibition, % at 4.4 µM; 290,000 tested, 1.1% active; AID 1861; in the data active = inhibition above about 16%, passing the limit was not always enough;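 note: cells stimulated with the agonist NPW; 0% = agonist with vehicle and 100% = vehicle without agonist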
Target sequence (P48145 whole entry, looked up): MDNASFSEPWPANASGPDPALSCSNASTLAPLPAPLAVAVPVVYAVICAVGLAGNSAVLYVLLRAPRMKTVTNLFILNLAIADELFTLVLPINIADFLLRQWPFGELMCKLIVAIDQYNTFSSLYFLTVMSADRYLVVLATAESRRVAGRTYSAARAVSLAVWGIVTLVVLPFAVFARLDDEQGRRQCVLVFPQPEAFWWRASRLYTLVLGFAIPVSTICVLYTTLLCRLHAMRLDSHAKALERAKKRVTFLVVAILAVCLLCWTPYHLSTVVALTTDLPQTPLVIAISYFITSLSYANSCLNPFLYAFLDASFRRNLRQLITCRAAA
V1R ag counter: activates human V1a receptor in oxytocin agonist counter-screen; CHO-V1R cells, Fluo-8 calcium fluorescence, agonist mode; 0% DMSO, 100% 3 nM vasopressin; P37288; AID 2797; 320,000 tested, 0.25% active; activation, % at 3 µM;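 active = activation above the mean activation of all tested compounds plus 3 SD, per screening run, cut at about 20% in these data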;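 note: signal is peak over basal fluorescence ratio across a 100 second FLIPR read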
Target sequence (P37288 whole entry, looked up): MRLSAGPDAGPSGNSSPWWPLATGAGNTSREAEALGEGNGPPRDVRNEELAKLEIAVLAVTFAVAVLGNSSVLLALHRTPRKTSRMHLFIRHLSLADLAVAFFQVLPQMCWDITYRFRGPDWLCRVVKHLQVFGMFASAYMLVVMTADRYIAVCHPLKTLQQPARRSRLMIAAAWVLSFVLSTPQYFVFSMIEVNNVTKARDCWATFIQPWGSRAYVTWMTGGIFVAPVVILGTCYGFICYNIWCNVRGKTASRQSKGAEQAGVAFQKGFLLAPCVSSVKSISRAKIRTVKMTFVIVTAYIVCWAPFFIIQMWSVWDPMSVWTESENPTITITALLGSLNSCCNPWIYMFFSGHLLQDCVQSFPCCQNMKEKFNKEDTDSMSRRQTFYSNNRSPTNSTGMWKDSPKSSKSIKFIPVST
GalR3 antagonist: human GalR3 antagonism; O60755; HEK293 GalR3-CNG cAMP membrane potential fluorescence; galR3 body fused to GalR1 C-terminus; inhibition, % at 3 µM; 360,000 tested, 0.44% active;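 active = inhibition above the screen-wide average plus 3 SD, cut at about 13% in these data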;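 note: forskolin and galanin both at EC90 stimulate the cells; cAMP rise reported by CNG channel membrane potential dye signal; 0% = forskolin plus galanin with DMSO and 100% = forskolin alone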
Target sequence (O60755 1-299 limits assumed): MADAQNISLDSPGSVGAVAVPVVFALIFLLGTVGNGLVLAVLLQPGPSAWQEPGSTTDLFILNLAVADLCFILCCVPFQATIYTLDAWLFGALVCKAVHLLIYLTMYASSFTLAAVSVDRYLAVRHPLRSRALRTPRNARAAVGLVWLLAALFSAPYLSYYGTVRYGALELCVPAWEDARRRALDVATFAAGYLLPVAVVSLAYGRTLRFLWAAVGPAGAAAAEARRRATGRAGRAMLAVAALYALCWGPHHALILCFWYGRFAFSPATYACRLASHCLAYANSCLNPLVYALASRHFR
NALP1 yeast inh: inhibitors of NALP1 inflammasome in yeast | S. cerevisiae NALP1/ASC/caspase-1 growth, X-gal OD620, 72 h | inhibition, % at 10 µM | 280,000 tested, 0.61% active | AID 2071; in the data active = inhibition mostly above about 24%, no sharp cut-off; inactive = mostly below about 32%; note: some compounds called inactive have numbers as strong as hits
An asterisk follows results filed as active; x = not tested or not shown.

SMILES | MEKK2mut PB1 HTS | MEKK2 WT-MEK5 | PHOSPHO1 block | MEKK3 PB1 HTS | OXTR agonist | GPR7 antag | V1R ag counter | GalR3 antagonist | NALP1 yeast inh
COc1ccc(NS(=O)(=O)c2ccc(S(=O)(=O)N3CCOCC3)cc2)cc1 | -2 | 94 | 24 | 92 | 12 | 10 | 13 | -5 | 24
O=C(CCC1CCCC1)Nc1ccc(C(=O)NCc2cccnc2)cc1 | -4 | 100 | 47 | 97 | 0.1 | 5 | 0.6 | -4 | 16
CCc1nc2ccccc2n1Cc1ccc(OC)c(OC)c1 | -38 | 77 | -14 | 99 | 1.3 | -6 | 1.1 | -1 | -58
COc1cccc(NC(=O)/C=C/c2ccc([N+](=O)[O-])cc2)c1 | -28 | 80 | -74 | 86 | -1.6 | -1 | -0.8 | -3 | x
O=c1oc2ccc3ccccc3c2cc1-c1nnc(-c2cccs2)o1 | -4 | 82 | -24 | 80 | -0.7 | 2 | -0.7 | 5 | 8
CC(C)Oc1ccc2ccccc2c1C=O | x | x | 6 | x | -1.6 | 14 | -1.8 | -2 | 16
CCOC(=O)C1CCN(C(=O)c2ccc(Cl)c(S(=O)(=O)N3CCOCC3)c2)CC1 | 3 | 101 | -9 | 101 | 0.5 | -9 | 0.1 | -8 | 19
COCCn1c(CN2CCN(c3ccccc3)CC2)nc2c1c(=O)n(C)c(=O)n2C | 3 | 100 | x | 101 | 0.4 | 1 | 0.1 | -1 | x
O=C1[C@H]2[C@@H](c3ccc(F)cc3)N3C(=O)N(c4ccc(Br)cc4)C(=O)[C@@]3(Cc3ccc(Cl)cc3)[C@H]2C(=O)N1C1CCCCC1 | -2 | 78 | -19 | 96 | 0.2 | -10 | 5.7 | -9 | 6
Cc1noc(/C=C/N(C)C)c1S(=O)(=O)N1CCCC(C(=O)NC(C)c2ccccc2)C1 (configuration not stated) | 5 | 103 | 29 | 103 | -0.5 | -10 | 0.5 | -7 | 21
COC(=O)c1cc(N=Cc2c(O)c3ccccc3oc2=O)cc(C(=O)OC)c1 | 1 | 102 | x | 102 | -0.8 | 1 | 2.9 | x | 14
COc1ccc(N2CCN(C(=O)CSc3nnc4n3C(C)(C)Cc3ccccc3-4)CC2)cc1 | -7 | 82 | 31 | 79 | -0.7 | -5 | -0.2 | -4 | 7
O=C(Nc1cccc(NC(=O)c2ccc(Br)o2)n1)c1ccc(Br)o1 | 9 | 101 | -2 | 101 | -0.4 | -7 | 0.3 | -3 | 4
COc1ccc(-n2ncc3c2CC(C)(C)CC3NC(=O)c2cnc(C)cn2)cc1 (configuration not stated) | 1 | 96 | 22 | 97 | -0.2 | -2 | 0.1 | -8 | 1
O=C(Nc1cccc(Cl)c1N1CCCCC1)c1ccc(N2CCOCC2)c([N+](=O)[O-])c1 | 0 | 100 | 1 | 104 | 0.6 | -14 | 0.5 | 3 | 20

Three entries out of the list, ordered by number of heavy atoms, rising.
SMILES | MEKK2mut PB1 HTS | MEKK2 WT-MEK5 | PHOSPHO1 block | MEKK3 PB1 HTS | OXTR agonist | GPR7 antag | V1R ag counter | GalR3 antagonist | NALP1 yeast inh
O=C(Nc1cccc(NC(=O)c2ccc(Br)o2)n1)c1ccc(Br)o1 | 9 | 101 | -2 | 101 | -0.4 | -7 | 0.3 | -3 | 4
O=C(CCC1CCCC1)Nc1ccc(C(=O)NCc2cccnc2)cc1 | -4 | 100 | 47 | 97 | 0.1 | 5 | 0.6 | -4 | 16
O=C(Nc1cccc(Cl)c1N1CCCCC1)c1ccc(N2CCOCC2)c([N+](=O)[O-])c1 | 0 | 100 | 1 | 104 | 0.6 | -14 | 0.5 | 3 | 20

Next part
SMILES | MEKK2mut PB1 HTS | MEKK2 WT-MEK5 | PHOSPHO1 block | MEKK3 PB1 HTS | OXTR agonist | GPR7 antag | V1R ag counter | GalR3 antagonist | NALP1 yeast inh
CS(=O)(=O)N1CCC(C(=O)N2CCN(c3ccc(F)cc3)CC2)CC1 | 5 | 97 | -1 | 97 | 1.4 | 1 | 1.1 | -3 | 5
CC(C)(C)NC(=O)CSCc1c(Cl)cccc1Cl | -2 | 98 | 0 | 94 | -2.7 | -7 | -1.3 | -5 | 32
CCCCNC(=O)/C=C1\Sc2ccccc2NC1=O | 1 | 108 | -27 | 105 | -2.0 | -1 | -0.9 | -4 | 12
CCN(CCNC(=O)Cn1c(=O)sc2ccccc21)c1ccccc1 | -1 | 98 | 30 | 99 | -1.0 | x | 1.3 | -2 | 8
O=C(COc1ccc(Cl)cc1)Nc1nc(-c2ccncc2)cs1 | 7 | 107 | -7 | 105 | 0.8 | -9 | 2.7 | -2 | 5
CCOC(=O)C1CCCN(C(=O)Cc2ccc(C)cc2)C1 (configuration not stated) | 9 | 125 | 2 | 111 | -1.6 | 7 | 0.1 | -2 | -3
Cc1ccc(C)c(NC(=S)N2CCC(N(C)CC3CCCO3)CC2)c1 (configuration not stated) | -6 | 93 | 0 | 95 | 0.9 | -8 | 0.8 | -2 | 8
O=C(Nc1ccc(C(=O)NCc2ccccc2Cl)cc1)C1=CSCCO1 | -2 | 101 | 38 | 100 | 0.1 | 20 | 0.4 | -2 | 23
S=c1[nH]c2cc(-c3ccccc3)ccc2o1 | 1 | 106 | 9 | 113 | 2.2 | -7 | 5.1 | -13 | -26
S=C1SCN(Cc2cccnc2)CN1Cc1ccccc1 | -2 | 96 | 2 | 100 | 2.7 | -1 | 1.4 | -2 | 11
CC(=O)OC1=Cc2c(ccc3ccc(=O)oc23)OC1(C)C | 4 | 101 | 6 | 97 | -1.1 | -8 | -1.1 | -4 | -3
COc1ccc(NC(=O)c2cccs2)cc1OC | 5 | 108 | 28 | 107 | -0.5 | -9 | 0.2 | -7 | 13
O=C(O)COc1ccccc1/C=C1\SC(=S)N(c2cccnc2)C1=O | -3 | 101 | 49 | 98 | 1.1 | -12 | 0.7 | -2 | 29
COc1ccc(-c2nc3ccccc3c(=O)n2N)cc1 | 0 | 100 | -1 | 101 | -0.3 | -10 | -0.7 | -3 | 7
CNC(=O)c1sc(-c2ccccc2)nc1C | 3 | 104 | 3 | 101 | 1.2 | 5 | 4.4 | -3 | -16
Cc1ccc(-c2n[nH]c(=S)nc2-c2ccc(C)cc2)cc1 | 9 | 105 | 0 | 105 | -0.2 | 5 | 0.6 | -11 | -1
Cc1ccc(C(=O)N/C(=C/c2ccc(-c3cccc([N+](=O)[O-])c3)o2)C(=O)NC(C)(C)C)cc1 | -2 | 96 | 4 | 99 | -2.1 | -3 | -0.5 | -2 | 8
CC(C)NC(=O)Cn1c(=O)cnc2ccccc21 | -2 | 100 | 2 | 99 | 1.8 | -6 | -0.4 | -2 | 17
c1ccc(-c2ccc(-n3ccnc3)cc2)cc1 | 0 | 98 | -6 | 99 | -1.2 | 14 | 0.1 | 0 | 8
Cc1ccccc1C(=O)c1c[nH]c(C(N)=O)c1 | 6 | 110 | -14 | 111 | 1.2 | -7 | 1.6 | 1 | -14
Cc1ccccc1OCCn1cc(C(=O)C(=O)N2CCOCC2)c2ccccc21 | 0 | 99 | 47 | 106 | 1.5 | 7 | 0.6 | -3 | -10
CCC(C)c1ccc(NC(=O)COC(=O)C2=COCCO2)cc1 (configuration not stated) | 6 | 112 | 17 | 107 | 1.0 | -3 | 2.0 | -3 | 2
O=C1CCC(C(=O)N2CCN(c3cnccn3)CC2)CN1CCc1ccc(Cl)cc1 (configuration not stated) | -2 | 101 | x | 100 | x | 8 | x | 0 | 16
Nc1cccc(N2C(=O)c3cccc4c(N)ccc(c34)C2=O)c1 | 5 | 96 | 35 | 96 | 28* | 17 | 47* | -8 | 18
COc1ccc(Sc2nc(-c3ccccn3)ncc2OC)cc1 | 1 | 102 | -25 | 112 | -1.1 | -7 | 0.2 | -4 | 2
COC(=O)c1ccc2nc(-c3cccc(N)c3)cn2c1 | 5 | 105 | 44 | 104 | -1.1 | -12 | -0.3 | 4 | -17
O=C(NC1CCCC1)C(c1ccccn1)N(C(=O)c1csnn1)c1ccccc1 (configuration not stated) | 0 | 100 | 22 | 101 | -0.4 | 2 | -0.2 | -8 | 9
COc1ccc2c(c1)O/C(=C\c1sccc1C)C2=O | 9 | 95 | -3 | 101 | -1.4 | -11 | -0.9 | -5 | 46
CCCSc1nc2sc3c(c2c(=O)[nH]1)CCN(Cc1ccccc1)C3 | 14 | 115 | 8 | 113 | 5.0 | -3 | 6.5 | x | x
CCN1CCOC(CC(=O)Nc2ccc([N+](=O)[O-])cc2)C1=O (configuration not stated) | 1 | 101 | 37 | 98 | 0.9 | -10 | -0.5 | 2 | x
CC(=O)OC(C(=O)NC1CCCCC1)c1ccc(C)cc1 (configuration not stated) | 3 | 106 | -16 | 102 | -0.8 | -10 | 0.6 | -2 | -33
NC(=S)N/N=C/c1ccc(-c2cccc([N+](=O)[O-])c2)o1 | x | x | -103 | x | -2.0 | 7 | 3.1 | -3 | 7
CCCCCC(=O)NNC(=S)NC(C)=O | -3 | 94 | -120 | 90 | 0.9 | 1 | 0.3 | 13* | -10
COCCNC(=O)c1c(CSc2ccc(Cl)cc2)noc1C(=O)NCc1ccccc1 | -1 | 95 | x | 96 | 1.1 | x | 3.0 | -6 | x
COc1ccc(-n2nnnc2SCC(=O)c2ccc(OC)c(OC)c2)cc1 | 2 | 99 | 24 | 101 | 1.7 | -7 | 2.0 | -1 | 20
CN(C)c1ccc(S(=O)(=O)N(C)C)cc1[N+](=O)[O-] | -4 | 99 | -3 | 102 | 1.0 | -18 | 1.4 | 4 | 5
Clc1ccc2[nH]c(-c3ccccc3)cc2c1 | -3 | 98 | 21 | 97 | 0.7 | -7 | -0.4 | -4 | 11
CCN(CC)P1(=O)OC(c2cc(OC)c(OC)c(OC)c2)=Nc2c1c(C)nn2-c1ccccc1 (configuration not stated) | 1 | 103 | 9 | 105 | -0.7 | -10 | 1.0 | -6 | 15
O=C(Nc1cccc(Cl)c1)C1COc2ccccc2O1 (configuration not stated) | 7 | 105 | 19 | 106 | -2.1 | -15 | -0.4 | -9 | 7
CC(=O)C1=C(O)C(=O)N(CCC(=O)O)C1c1ccccc1[N+](=O)[O-] (configuration not stated) | 6 | 104 | -153 | 105 | 1.3 | -9 | 0.5 | -5 | 15
CC(C)(C)NC(=O)C(c1cccs1)N(C(=O)C(=O)NC1CCCC1)c1ccccc1F (configuration not stated) | -7 | 94 | 24 | 95 | -0.1 | -9 | -0.8 | -5 | -3
O=C(CSc1nc(-c2ccccc2)ns1)NCC1CCCO1 (configuration not stated) | 7 | 104 | 27 | 97 | 0.1 | -11 | 1.4 | 3 | 2
COc1cccc(C(=O)NC2CCCc3ccccc32)c1OC (configuration not stated) | -1 | 101 | 32 | 104 | 1.9 | -5 | 3.0 | -9 | -6
Cc1ccc(C(C)n2cc(C(=O)NCc3ccccn3)nn2)cc1 (configuration not stated) | -2 | 96 | 36 | 81 | 10 | 3 | 11 | -5 | -15
Cc1ccc(-c2nc(NC(=O)CSc3cc(C)c4ccccc4n3)ns2)cc1 | -4 | 97 | 60* | 109 | 0.3 | -6 | 0.3 | -2 | 19
COc1cc(NS(=O)(=O)c2ccc(NC(=O)COc3ccccc3C)cc2)nc(OC)n1 | 1 | 105 | 55 | 104 | 0.6 | -6 | -0.1 | -4 | 13
NC(=O)c1c(N)sc2c1CCC2 | 5 | 106 | 37 | 101 | x | -3 | x | -4 | -2
Cc1ccc(S(=O)(=O)N2CCCC2C(=O)Nc2ccc(O)cc2)cc1 (configuration not stated) | -4 | 88 | -6 | 88 | 0.1 | -1 | -0.3 | 3 | 17

Some values from the results shown:
`O=C(CSc1nc(-c2ccccc2)ns1)NCC1CCCO1` (configuration not stated) in GalR3 antagonist → 3
`Clc1ccc2[nH]c(-c3ccccc3)cc2c1` in GPR7 antag → -7
